From PubChem BioAssay
TrxR1 substrate – substrates of rat thioredoxin reductase 1. O89049. purified TrxR1 substrate turnover, NADPH consumption readout. Potency, µM (doses to about 114 µM), inactives show at the highest dose activity change, negative = substrate turnover. 0.01% of 390,000 active. AID 588456; note: potency is the fitted concentration of half-maximal effect; % is set by controls: 0 for no effect and ±100 for the full control effect; nearly all actives have a fitted effect of over 50% in size
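Rat TrxR1, dispensed at 90 nM, was prereduced with 400 uM NADPH (final) for 5 min at ~22 deg C, then incubated with compound 15 min before 400 uM selenite. A first-read NADPH fluorescence drop versus no-compound background flagged substrates.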
IDH1 R132H inh – blocks human mutant IDH1 R132H enzyme; Potency, µM (titrated, usually from 76.6 µM), for the others: at the top dose activity change, negative = inhibition, most hits filed as inhibitors; 0.093% of 390,000 active; IDH1-R132H enzyme, NADPH consumption, diaphorase/resazurin fluorescence; O75874; note: potency is the fitted concentration of half-maximal effect; % is set by controls: 0 for no effect and ±100 for the full control effect; nearly all actives have a fitted effect of over 65% in size
Target sequence (O75874 whole entry R132H, stated change not applied): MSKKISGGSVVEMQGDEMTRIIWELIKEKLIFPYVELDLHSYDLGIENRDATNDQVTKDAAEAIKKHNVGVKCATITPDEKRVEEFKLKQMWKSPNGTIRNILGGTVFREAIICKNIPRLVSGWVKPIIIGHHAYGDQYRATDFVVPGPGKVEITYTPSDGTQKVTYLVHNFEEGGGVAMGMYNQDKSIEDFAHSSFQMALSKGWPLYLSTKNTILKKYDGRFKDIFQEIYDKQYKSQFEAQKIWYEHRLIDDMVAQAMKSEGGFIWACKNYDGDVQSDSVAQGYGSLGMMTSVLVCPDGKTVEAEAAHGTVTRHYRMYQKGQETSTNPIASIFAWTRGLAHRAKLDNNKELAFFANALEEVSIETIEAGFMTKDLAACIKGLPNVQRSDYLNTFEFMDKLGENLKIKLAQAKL
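IDH1-R132H (0.5 ug/mL) preincubated 30 min with compound, then NADPH (0.016 mM) and alpha-KG (2 mM) added; 80 min at RT, pH 7.5. Remaining NADPH coupled via diaphorase/resazurin to fluorescence (540/590 nm); concentration-response curves normalized to no-enzyme control.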
rTrxR1 inhibitor – rat TrxR1 inhibition; recombinant rTrxR1, NADPH fluorescence consumption, selenite substrate; Potency, µM (top dose mostly 114 µM), for the others: at the highest dose activity change, negative = inhibition, usual class: inhibitors; 1% of 390,000 active; O89049; note: potency is the fitted concentration of half-maximal effect; % is set by controls: 0 for no effect and ±100 for the full control effect; nearly all actives have a fitted effect of over 65% in size
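Rat TrxR1 (90 nM in the dispensed reagent) was pre-reduced with 400 uM NADPH for 5 min at room temperature, then incubated with compound for 15 min. After 400 uM selenite was added, NADPH fluorescence (Ex 340/Em 450 nm) was followed for 8 min.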
Pin1 inhibitor – blocks the human prolyl isomerase Pin1 | Pin1 FP peptide displacement, HiFluor488, 10 min | Potency, µM (titrated, usually from 115 µM), for inactives: top-dose activity, negative = inhibition, most hits filed as inhibitors | 0.009% of 390,000 active; active = well fitted inhibition curve with a large enough effect in the polarisation, with a control signal flat, not every such curve was filed as active; inconclusive = small, poorly fitted or top-dose-only effect, or effect the other way, or a change in a side signal; inactive = no such curve, though single readings can be large or run the other way; the % refers to the polarisation; note: potency is the fitted concentration of half-maximal effect; % is set by controls: 0 for no effect and ±100 for the full control effect
Target sequence (Q13526 whole entry, looked up): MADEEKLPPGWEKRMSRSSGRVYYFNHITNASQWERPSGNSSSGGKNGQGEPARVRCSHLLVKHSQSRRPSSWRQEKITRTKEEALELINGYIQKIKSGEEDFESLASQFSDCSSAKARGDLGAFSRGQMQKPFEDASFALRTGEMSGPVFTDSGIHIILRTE
USP1 inh – blocks the human USP1/UAF1 deubiquitinase complex; O94782; Potency, µM (highest dose often 57.1 µM), for the others: at the highest dose activity change, negative = inhibition, most hits filed as inhibitors; recombinant USP1/UAF1, Ub-Rhodamine cleavage fluorescence; 0.23% of 390,000 active; AID 743255; note: potency is the fitted concentration of half-maximal effect; % is set by controls: 0 for no effect and ±100 for the full control effect; nearly all actives have a fitted effect of over 60% in size; inactives centre near -12
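1 nM enzyme complex + cpd, 15 min RT; start with Ub-Rho 150nM final; kinetic fluorescence ex 480/em 540, 6 reads q60 s. Buffer 50mM HEPES pH 7.8, 0.5mM EDTA, 0.1 mg/ml BSA, 1mM TCEP, 0.01% Tween-20.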
GLS inh – glutaminase GLS (human) inhibition. 0.21% of 410,000 active. Potency, µM (doses to about 45.5 µM), for the others: top-dose activity change, negative = inhibition, hits mostly inhibitors. GLS enzymatic activity, qHTS titration. AID 624170. O94925; note: potency is the fitted concentration of half-maximal effect; % is set by controls: 0 for no effect and ±100 for the full control effect
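Assay buffer: 45 mM KH2PO4 pH 8.2, 0.02% Tween-20. hKGA acts on L-glutamine (1 mM solution added); product glutamate is reported by an oxidase/peroxidase Amplex Red coupling, with fluorescence taken at baseline and 30 min.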
Tb PGK inh – T. brucei PGK inhibition | PGK/GAPDH coupled, Kinase-Glo luminescence, 60 min | 0.043% of 380,000 active | Potency, µM (top dose mostly 57.5 µM), without a hit: at the highest dose activity change, negative = inhibition, hits mostly inhibitors | AID 602233 | P07378; note: potency is the fitted concentration of half-maximal effect; % is set by controls: 0 for no effect and ±100 for the full control effect; nearly all actives have a fitted effect of over 60% in size
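Recombinant glycosomal PGK reaction used 1,3-bisphosphoglycerate generated in-well by GAPDH (100nM final) in 100mM TEA pH 7.6, 5mM MgCl2, 0.01% Tween-20. After 60 minutes at room temperature, ATP was read by Kinase-Glo Plus luminescence end-point.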
HP1b binding inh – blocks HP1-beta chromodomain binding to methylated histone tails | AlphaScreen HP1-beta / biotin-H3K9me3 peptide binding | Potency, µM (doses to about 114 µM), for inactives: top-dose activity change, negative = inhibition, hits mostly inhibitors | 0.56% of 390,000 active | AID 540317; note: potency is the fitted concentration of half-maximal effect; nearly all actives have a fitted effect of over 70% in size; inactives centre near 23
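AlphaScreen: HP1-beta (50 nM) preformed 30 min with biotin-H3(1-18)K9me3 peptide (50 nM) in PBS pH 7.4, 0.01% Tween-20. Compound added for 30 min at RT, then streptavidin donor/nickel chelate acceptor beads (10 ug/mL) for 30 min.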
PI4K2A inh – PI4K2A (human) kinase inhibition. Q9BTU6. purified PI4K2A, ADP-Glo luminescence, 1 h; hits give low values. activity change, negative = inhibition, % at 76.9 µM. 0.13% of 420,000 active. AID 1346378; in the data active = activity change below about -50%; inconclusive = mostly about -30% to -49%;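 note: -100% = wells without enzyme as full effect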
Target sequence (Q9BTU6 whole entry, looked up): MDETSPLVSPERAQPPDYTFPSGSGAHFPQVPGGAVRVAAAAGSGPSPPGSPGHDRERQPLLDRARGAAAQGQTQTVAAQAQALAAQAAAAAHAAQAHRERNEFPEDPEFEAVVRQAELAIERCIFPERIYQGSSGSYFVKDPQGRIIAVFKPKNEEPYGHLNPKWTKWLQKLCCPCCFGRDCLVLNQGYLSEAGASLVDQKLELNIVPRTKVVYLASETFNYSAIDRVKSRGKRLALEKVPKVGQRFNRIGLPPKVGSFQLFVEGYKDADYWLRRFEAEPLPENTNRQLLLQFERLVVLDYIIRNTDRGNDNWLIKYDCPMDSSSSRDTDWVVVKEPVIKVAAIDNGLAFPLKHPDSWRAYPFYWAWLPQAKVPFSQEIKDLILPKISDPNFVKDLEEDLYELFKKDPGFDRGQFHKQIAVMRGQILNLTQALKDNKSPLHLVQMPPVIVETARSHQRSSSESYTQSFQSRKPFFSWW
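PI4K2A activity was measured by ADP-Glo luminescence: enzyme (4 ug/mL stock) and phosphatidylinositol (1.2 mM stock) in Tris pH 7.5/MgCl2/EGTA/Triton X-100 buffer were reacted with ATP (300 microM stock) for one hour at ambient temperature.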
* = called active by the depositor; i = inactive; ? = inconclusive; . = no result given; & = joins results of further samples; [ ] = another dose, or the depositor's remark. Unless noted, calls come from the whole dose curve; as a rule, active = well fitted curve in the direction sought with a large enough effect; inconclusive = small, poorly fitted or top-dose-only effect, or another doubt; inactive = no such curve, though single readings can be large; an effect the other way counts as inactive or inconclusive. Some of the compounds tested; count on the stated rates, not on these rows.

Values run as follows: TrxR1 substrate | IDH1 R132H inh | rTrxR1 inhibitor | Pin1 inhibitor | USP1 inh | GLS inh | Tb PGK inh | HP1b binding inh | PI4K2A inh
CCOC(=O)C1CCCN(C(=O)Cc2c(C(=O)O)[nH]c3ccccc23)C1 (stereo unspecified)
  8% | 9% | 17%[57.1 µM] | -8% | -17% | 1% | -2% | 20% | 0
O=C(Nc1ccc(N2CCCC2)c(Cl)c1)c1cccnc1
  -5% | 11% | -35% | 10% | -16% | -5% | -4% | 1% | 1
CCC(C)N=C1CC(C)(C)CC(=O)/C1=C(/O)Cc1ccccc1 (stereo unspecified)
  3% | 1% | 33% | -9% | -8% | -4% | i | 38%[activator] | 2
CCOCN(C(=O)Cn1cnc2ccccc21)c1c(C)cccc1CC
  -20%[57.1 µM] | 5% | 5%[57.1 µM] | -1% | -17% | -11% | 0% | 36% | 2
O=C(CNS(=O)(=O)c1cccc(Br)c1)NCC1CCCCC1
  -1% | 0% | 5% | 1% | -12% | 6% | -2% | -9% | 3
Cc1ccccc1NC(=O)Cc1nc(COC(=O)c2ccc(NC(N)=O)cc2)cs1
  4% | 0% | 17% | 37%[activator] | -16% | -2% | 10% | 14% | -3
CCOc1ccccc1/C=C/C(=O)NCC(=O)N1CCC(N(C)C2CCCCC2C)CC1 (stereo unspecified)
  10% | -1% | ? | 1% | -13% | -3% | -5% | 27% | 2
O=C(CC1SC(=Nc2ccc(OC(F)F)cc2)N(CCN2CCOCC2)C1=O)Nc1ccc(F)cc1F (stereo unspecified)
  -6% | 8% | -7% | 0% | -9% | 2% | -3% | 24% | -2
CCCC(=O)NC(NC1CCS(=O)(=O)C1)C(Cl)(Cl)Cl (stereo unspecified)
  4%[57.1 µM] | 0% | 18%[57.1 µM] | -2% | -19% | 15% | 1% | -16% | -1
Cc1ccc(NC(=O)CN(C)C(=O)Cc2c[nH]c3ccccc23)cc1
  3% | -1% | 6% | 0% | -10% | -4% | -2% | 6% | 4
CCCCOc1ccc(-c2nc(-c3cccnc3)no2)cc1
  9%[57.1 µM] | 5% | 15%[57.1 µM] | -3% | -19% | 4% | 1% | 32%[activator] | 2
N/C(=N\OC(=O)CCCC(=O)O)c1ncc(C(F)(F)F)cc1Cl
  0%[57.1 µM] | 0% | 7%[57.1 µM] | -20% | -4% | -3% | -1% | 38%[activator] | 3
CC(C)CC(=O)NC1(C(F)(F)F)C(=O)N(CC(C)C)C2=C1C(=O)CC(C)(C)C2 (stereo unspecified)
  -11% | 4% | -10% | 1% | -20% | -2% | -9% | 18% | -5
CC(C)C(=O)NNC(=O)CSc1nnnn1C(C)C
  2% | 8% | 4% | -2% | -20% | -3% | -11% | 47%[activator] | 0
COC(=O)COc1nc(C)c(Br)c(OC)n1
  -3% | -2% | -7% | -8% | -4% | 0% | -1% | 24% | -8

Continued.
Values run as follows: TrxR1 substrate | IDH1 R132H inh | rTrxR1 inhibitor | Pin1 inhibitor | USP1 inh | GLS inh | Tb PGK inh | HP1b binding inh | PI4K2A inh
COCOc1ccc(C=O)c(O)c1
  9% | 13% | 19% | -3% | 8% | 7% | -12% | 23% | 0
O=C(NCCn1cc(SCC(=O)N2CCOCC2)c2ccccc21)c1ccccc1
  3%[57.1 µM] | -2% | 17%[57.1 µM] | -5% | -3% | 1% | -6% | 37% | -1
O=C(NCCc1ccccc1)C1CCCN(S(=O)(=O)c2cccc3nsnc23)C1 (stereo unspecified)
  -1% | 4% | 4% | 1% | -5% | 8% | 4% | 8% | 1
CC1CCN(S(=O)(=O)c2ccc(C(=O)Nc3nc4ccc(F)cc4s3)cc2)CC1
  -2%[57.1 µM] | 6% | 17%[57.1 µM] | -3% | ? | -11% | -7% | 21%[57 µM] | 0
Cc1cnc(NC(=O)Cc2cccs2)s1
  3%[57.1 µM] | 4% | 0% | 2% | -9% | 11% | 5% | 27% | -2
Cc1cccc(Nc2cc(C)nc3nc(Cc4ccc(Cl)cc4)nn23)c1
  1% | -8% | 23% | 18% | ? | -1% | i | 20% | -8
NC(=O)C1(N2CCCCC2)CCN(C(=O)c2ccccc2)CC1
  -1%[57.1 µM] | 9% | 11%[57.1 µM] | 4% | -16% | -7% | -2% | 30% | 8
COc1cc(C(=O)NC(=S)Nc2nccs2)cc(OC)c1OC
  -7% | 8% | -11% | 5% | -22% | -9% | -6% | 29% | 0
Cc1ccc(C(=O)CSc2cnc3ccccc3n2)cc1C
  -16%[57.1 µM] | 10% | 12%[57.1 µM] | ? | -24% | -14% | i | 76%[activator] | 8
O=C(COc1ccccc1Cl)NNC(=O)Cn1[nH]c(=O)c2ccccc2c1=O
  4% | -4% | 13% | -1% | -21% | 8% | -12% | 36% | -5
COc1ccc(CC(=O)NNC2=Nc3cccc4cccc2c34)cc1
  6%[57.1 µM] | -1% | 38%[activator][57.1 µM] | 17% | 3% | -1% | -7% | 22% | 1
C=CCN1C(=O)c2ccc(C(=O)OCC(=O)Nc3ccccc3OC)cc2C1=O
  -10% | -10% | -9% | -2% | -22% | -1% | -1% | 28% | 5
O=C(c1ccccc1)c1ccccn1
  8% | 0% | -4% | -3% | -17% | -6% | -7% | 30% | -1
CCc1ccc(OC)c(S(=O)(=O)NCCOc2ccccc2)c1
  -1% | 0% | 7% | ? | -7% | 9% | . | 39% | 1
Nc1ccc(NC(=O)c2ccc(C(=O)Nc3ccc(N)cc3)cc2)cc1
  3% | -15% | -1% | -1% | ? | 2% | 0% | 200%[activator] | -3

(listing goes on)
Abbreviations – A = TrxR1 substrate; B = IDH1 R132H inh; C = rTrxR1 inhibitor; D = Pin1 inhibitor; E = USP1 inh; F = GLS inh; G = Tb PGK inh; H = HP1b binding inh; I = PI4K2A inh
SMILES: CCOC(=O)c1cnc(-n2nc(C)cc2C)nc1NNc1ncc(-c2ccccc2)cn1
  A: 6%[57.1 µM]; B: 13%; C: 7%[57.1 µM]; D: 4%; E: -1%; F: ?; G: -8%; H: 16%; I: -3

SMILES: O=C(N/N=C(\c1ccccc1)c1cccnc1)C(O)(c1ccccc1)c1ccccc1
  A: 11%[57.1 µM]; B: -1%; C: 20%[57.1 µM]; D: 3%; E: -2%; F: 7%; G: -4%; H: 5%; I: -2

SMILES: O=C(CSc1ccc2ccccc2n1)Nc1nsc(-c2ccc(Cl)cc2)n1
  A: -5%&-10%; B: 7%&-4%; C: 1%&-13%; D: ?; E: -13%&-9%; F: 0%&-14%; G: -2%; H: 31%&19%; I: -4&-3

SMILES: Cc1ccc(/C=C2/Sc3ccccc3N(CC(=O)NCC3CCCO3)C2=O)cc1 (stereo unspecified)
  A: 2%; B: -10%; C: 3%; D: -2%; E: -24%; F: -8%; G: -6%; H: 36%; I: -16

SMILES: CCOCCn1c(CN2CCCC(C)C2)nc2c1c(=O)n(C)c(=O)n2C (stereo unspecified)
  A: 8%[57.1 µM]; B: 11%; C: 5%[57.1 µM]; D: 2%; E: -6%; F: 4%; G: -8%; H: 21%; I: 0

SMILES: CN(CCOc1ccccc1)CC(=O)Nc1ccc(S(=O)(=O)N2CCCC2)cc1
  A: -2%; B: 2%; C: 15%; D: -2%; E: -26%; F: 6%; G: -12%; H: ?; I: 1

SMILES: COc1ccc(S(=O)(=O)N2CCN(c3c(C)cccc3C)CC2)cc1OC
  A: -10%; B: -7%; C: 12%[57.1 µM]; D: 10%; E: -15%; F: 1%; G: -6%; H: 32%; I: -5

A different layout for some results above:
SMILES,TrxR1 substrate,IDH1 R132H inh,rTrxR1 inhibitor,Pin1 inhibitor,USP1 inh,GLS inh,Tb PGK inh,HP1b binding inh,PI4K2A inh
O=C(c1ccccc1)c1ccccn1,8%,0%,-4%,-3%,-17%,-6%,-7%,30%,-1
CCc1ccc(OC)c(S(=O)(=O)NCCOc2ccccc2)c1,-1%,0%,7%,?,-7%,9%,.,39%,1
Nc1ccc(NC(=O)c2ccc(C(=O)Nc3ccc(N)cc3)cc2)cc1,3%,-15%,-1%,-1%,?,2%,0%,200%[activator],-3
CCOC(=O)c1cnc(-n2nc(C)cc2C)nc1NNc1ncc(-c2ccccc2)cn1,6%[57.1 µM],13%,7%[57.1 µM],4%,-1%,?,-8%,16%,-3
O=C(N/N=C(\c1ccccc1)c1cccnc1)C(O)(c1ccccc1)c1ccccc1,11%[57.1 µM],-1%,20%[57.1 µM],3%,-2%,7%,-4%,5%,-2
O=C(CSc1ccc2ccccc2n1)Nc1nsc(-c2ccc(Cl)cc2)n1,-5%&-10%,7%&-4%,1%&-13%,?,-13%&-9%,0%&-14%,-2%,31%&19%,-4&-3
Cc1ccc(/C=C2/Sc3ccccc3N(CC(=O)NCC3CCCO3)C2=O)cc1 (stereo unspecified),2%,-10%,3%,-2%,-24%,-8%,-6%,36%,-16
